# Assay outcomes (PubChem)
# BRCA1 expr act: increases BRCA1 expression; MCF7-BRCA1-FFLuc reporter, luminescence, 48 h; response scale: scaled: vehicle 0%, 10 µM genistein 100%; Potency, µM (highest dose often 46.1 µM), without a hit: at the highest dose activation, usual class: activators; 380,000 tested, 1.1% active; AID 624202; further: potency means the concentration at half of the fitted maximal effect; nearly all actives have a fitted effect of over 80% in size; some results filed as inactive show a strong effect at the top dose
#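 Compounds are tested at multiple concentrations on MCF7 BRCA1-luciferase reporter cells seeded at 2000 per well; after 48 h, a single luminescence end-point is taken and curves fitted to the normalized data.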
# p53 reactivator: mutant p53 re-activation in reporter cells | H1299 p53-A138V BP100-luciferase reporter, luminescence, 24 h | Potency, µM (series often up to 92.2 µM), for the others: at the highest dose activity change, positive = activation, most hits filed as activators | 320,000 tested, 0.063% active | AID 504706; further: potency means the concentration at half of the fitted maximal effect; % of control where 0% means no effect; nearly all actives have a fitted effect of over 45% in size
#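 p53-null H1299 cells stably carrying temperature-sensitive p53-A138V and a BP100-luciferase reporter were pinned with compounds (4-point, 1:5 series) and held 24 hrs at 37 deg C. Luminescence was read 10 min after detection reagent.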
# Rab9 prom act: activators of Rab9 promoter; Huh7 Rab9 promoter-luciferase reporter, luminescence, 24 h; Potency, µM (series often up to 9.22 µM), without a hit: at the highest dose activation, negative = inhibition, usual class: activators; 320,000 tested, 2.8% active; AID 485297; further: potency means the concentration at half of the fitted maximal effect; % of control where 0% means no effect; nearly all actives have a fitted effect of over 60% in size
#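 Huh7 reporter line, Rab9 promoter upstream of luciferase. Compound exposure 24 h at 37 °C in reduced-serum medium with 10% FBS. Read-out: luminescence.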
# VP16 counter: Gal4-VP16 reporter inhibition counter-screen; Drosophila S2 Gal4-VP16 UAS-luciferase, luminescence, 20 h; Potency, µM (highest dose often 53.6 µM), for inactives: at the highest dose activity, negative = inhibition, actives largely listed as inhibitors; 310,000 tested, 3.5% active; AID 2546;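 further: Gal4-VP16 expression switched on by copper sulfate through the metallothionein promoter; potency means the concentration at half of the fitted maximal effect; on the % scale 0 is the no-effect control and ±100 the full control effect; nearly all actives have a fitted effect of over 50% in size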
# ELG1 genotoxic: inducers of genotoxicity in HEK293T ELG1-luciferase cells; HEK293T ELG1-luciferase reporter, luminescence, 16 h; Potency, µM (doses to about 46 µM), without a hit: at the top dose activity change, positive = activation, actives largely listed as activators; 330,000 tested, 1.3% active; AID 504466; further: potency means the concentration at half of the fitted maximal effect; % of control where 0% means no effect; nearly all actives have a fitted effect of over 60% in size
#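 Screening used a luciferase reporter fused to human ELG1 in HEK293T cells. Luminescence was read on a CCD plate imager after 16 hr exposure and 30 min ONE-Glo incubation.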
# ELG1 DNA repair: blocks ELG1-dependent DNA repair in HEK293T cells; HEK293T ELG1-luciferase reporter, luminescence, 16 h; DNA damage induced by 5-fluorouridine; Potency, µM (top dose mostly 46.1 µM), for the others: at the top dose activity change, negative = inhibition, hits mostly inhibitors; 330,000 tested, 2.3% active; AID 504467; further: potency means the concentration at half of the fitted maximal effect; on the % scale 0 is the no-effect control and ±100 the full control effect; nearly all actives have a fitted effect of over 55% in size
#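 Quantitative HTS, concentration-response format. 2,000 cells/well co-treated with 5-fluorouridine and compound, 16 hr in 5% CO2 at 37 °C; ONE-Glo luminescence read after 30 min.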
# TRPV1 agonist: human TRPV1 agonism; AID 540275; TRPV1-expressing cells, Fluo-8 calcium influx, agonist mode; activation, % at 8.33 µM; Q8NER1; 320,000 tested, 0.19% active; in the data active means activation above about 80%; inconclusive means between about 30% and that limit; further: 0% is about no effect
# Target sequence (Q8NER1 whole entry, looked up): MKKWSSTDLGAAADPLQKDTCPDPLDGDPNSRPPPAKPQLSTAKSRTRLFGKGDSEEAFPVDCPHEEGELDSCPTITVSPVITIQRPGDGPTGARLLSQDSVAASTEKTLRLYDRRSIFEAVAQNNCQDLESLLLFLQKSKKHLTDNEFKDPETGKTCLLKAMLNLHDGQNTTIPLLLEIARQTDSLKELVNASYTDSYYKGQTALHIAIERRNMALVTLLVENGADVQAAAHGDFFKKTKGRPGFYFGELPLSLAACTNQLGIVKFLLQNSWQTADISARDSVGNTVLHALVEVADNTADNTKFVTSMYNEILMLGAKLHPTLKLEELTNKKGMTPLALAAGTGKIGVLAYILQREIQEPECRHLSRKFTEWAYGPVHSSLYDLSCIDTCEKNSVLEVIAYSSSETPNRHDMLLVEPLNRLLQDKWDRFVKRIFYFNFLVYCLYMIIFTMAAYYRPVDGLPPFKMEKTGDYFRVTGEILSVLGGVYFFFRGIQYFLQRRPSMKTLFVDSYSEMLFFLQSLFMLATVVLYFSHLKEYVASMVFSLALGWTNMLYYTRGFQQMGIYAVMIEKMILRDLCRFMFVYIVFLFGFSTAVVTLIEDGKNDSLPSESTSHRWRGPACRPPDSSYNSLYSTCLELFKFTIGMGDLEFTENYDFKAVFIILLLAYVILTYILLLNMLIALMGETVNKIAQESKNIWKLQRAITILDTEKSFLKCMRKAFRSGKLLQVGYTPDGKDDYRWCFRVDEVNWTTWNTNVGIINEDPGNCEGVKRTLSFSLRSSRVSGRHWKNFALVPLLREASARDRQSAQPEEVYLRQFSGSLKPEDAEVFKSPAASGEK
#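 Cells expressing TRPV1 were dye-loaded with Fluo-8 and read kinetically: 10 s baseline, 3 min after compound (agonist portion), then 2 min after EC20 capsaicin (allosteric enhancer portion). Calcium-bound dye fluorescence at 480/520 nm.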
# NPC1 prom act: NPC1 promoter activation; Huh7 NPC1 promoter luciferase reporter, 24 h; Potency, µM (titrated, usually from 9.22 µM), without a hit: at the top dose activation, actives largely listed as activators; 320,000 tested, 2.4% active; AID 485313;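 further: potency means the concentration at half of the fitted maximal effect; % of control where 0% means no effect; nearly all actives have a fitted effect of over 60% in size; reporter is driven by a mutant NPC1 promoter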
#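 Stable NPC1-promoter luciferase Huh7 line; cpd (DMSO) 24 h, 37 °C, 5% CO2; Amplite luciferase reagent 10 min RT; luminescence readout. qHTS format.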
# Tb PFK inh: blocks T. brucei phosphofructokinase | O15648 | T. brucei PFK, ADP-Glo luminescence | Potency, µM (series often up to 57.5 µM), for the others: at the top dose activity, negative = inhibition, hits mostly inhibitors | 330,000 tested, 0.17% active | AID 485367;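 further: potency means the concentration at half of the fitted maximal effect; 0% = uninhibited 1x PFK enzyme wells and -100% = no-enzyme wells; nearly all actives have a fitted effect of over 60% in size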
#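 PFK 1.25 nM, F6P 0.5 mM, ATP 0.1 mM, 0.1 M TEA pH 8.0, 5 mM MgCl2, 0.01% Tween20, 0.1% BSA; 45 min RT. ADP-Glo readout. qHTS titration up to 57 uM; curves fitted, compounds curve-classed.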
# RORg inh: blocks mouse ROR gamma transcriptional activity; Drosophila S2 Gal4-RORgamma UAS-luciferase reporter, 20 h; Potency, µM (top dose mostly 53.6 µM), for the others: at the highest dose activity change, negative = inhibition, hits mostly inhibitors; 310,000 tested, 5.4% active; further: potency means the concentration at half of the fitted maximal effect; on the % scale 0 is the no-effect control and ±100 the full control effect; nearly all actives have a fitted effect of over 60% in size
#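 Compounds are pin-transferred onto Drosophila Schneider cells expressing a copper-inducible Gal4–ROR gamma transactivation domain fusion. After 1 hr, copper sulfate is added to 700 uM final; luciferase is read 20 hr later.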
# FLuc modulator: firefly luciferase modulation, counter-screen for miR-21 project; 360,000 tested, 6.9% active; P08659; AID 588342; purified FLuc, Km substrates, luminescence inhibition; Potency, µM (top dose mostly 57.5 µM), for inactives: at the highest dose activity change, negative = inhibition, hits mostly inhibitors;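 further: potency means the concentration at half of the fitted maximal effect; plate controls were vehicle for no effect and reference inhibitor for full effect; nearly all actives have a fitted effect of over 55% in size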
#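 Purified P. pyralis luciferase (10nM final) with 10uM D-luciferin and 10uM ATP (Km levels) in 50mM Tris acetate pH 7.5, 10mM Mg acetate, 0.01% Tween-20, 0.05% BSA; qHTS 6-point titration, ~60 µM downward; luminescence read.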
# Numbers without * were called inactive; ? = inconclusive; / = no result given; & = joins results of further samples; [ ] = another dose, or the depositor's remark. Unless noted, the call rests on the fitted dose curve; in most records, active means well fitted curve in the direction sought with a large enough effect; inconclusive means small, poorly fitted or top-dose-only effect, or another doubt; inactive means no such curve, though single readings can be large; an effect the other way counts as inactive or inconclusive.
1	O=C(C1=C[C@H](c2csc3ccccc23)C[C@H](OCCCCO)O1)N1CCN(Cc2ccc3c(c2)OCO3)CC1
2	Cc1ccc(-c2onc3ccc(C(=O)/C=C/N(C)C)cc23)cc1
3	Cc1nc2ccccc2c2c(N)c3ccccc3n12
4	CCOC(=O)[C@H]1[C@H]2COc3ccc(Cl)cc3[C@@H]2N2C(=O)c3ccc(F)cc3NC(=O)[C@@]12C
5	CC(C)(C)CC(=O)NCCCCCCNC(=O)CC(C)(C)C
6	CC(=O)NC(CC(=O)Nc1cc(Cl)ccc1-n1cncn1)c1ccccc1 (centres undefined)
7	COc1ccccc1C(CC(=O)N1CCCC1)c1ccc2c(c1)OCO2 (centres undefined)
8	COC(=O)c1ccc(NC(=O)c2ccc3nsnc3c2)cc1

assay / entry	1	2	3	4	5	6	7	8
BRCA1 expr act	-40%	42%	-45%	-13%	-8%	-16%	-4%	96%
p53 reactivator	7%	3%	0%	-10%	5%	-2%	-3%	7%
Rab9 prom act	-6%	0%	17%	-4%	1%	-3%	-4%	14%
VP16 counter	-25%	10%	-26%	/	-1%	/	1%	21%
ELG1 genotoxic	-6%	-6%	-14%	-1%	1%	-2%	-3%	1%
ELG1 DNA repair	?	-26%	26µM*	-1%	-10%	16%	0%	-1%
TRPV1 agonist	7	0	1	83*	2	0	10	?
NPC1 prom act	-1%	3%	-1%	-1%	0%	-7%	-2%	19%
Tb PFK inh	2%	8%	-5%	0%	-3%	2%	-1%	2%
RORg inh	19%	15%	10%	/	31%	/	15%	40%
FLuc modulator	2%	15µM*	?	0%	0%	4%	-5%	-18%

9	COc1ccc(S(=O)(=O)c2c(C)c(NS(=O)(=O)c3ccccc3)cc(C)c2O)cc1
10	O=C(Nc1ccc(-n2ccc(C(F)(F)F)n2)cc1)Nc1cccc(Cl)c1
11	CC(Nc1cccc2ccccc12)C(=O)N/N=C/c1ccc([N+](=O)[O-])cc1 (centres undefined)
12	O=[N+]([O-])c1cc(C(F)(F)F)cc([N+](=O)[O-])c1NCCN1CCNCC1
13	COc1ccc(CCN(CC(=O)NC2CCCC2)C(=O)Cn2nnc(-c3ccc(C)o3)n2)cc1OC
14	COc1ccccc1NC(=O)c1ccc(COc2ccccc2Br)o1
15	Cc1ccc2nc(SCc3cccc([N+](=O)[O-])c3)nc(C)c2c1
16	Cc1ccccc1N(CC(=O)N/N=C/c1ccc(F)cc1)C(=O)c1ccccc1

assay / entry	9	10	11	12	13	14	15	16
BRCA1 expr act	-2%&4%	/	-26%	-12%	-33%	-2%	29%	-43%
p53 reactivator	-7%	19%	32%	3%	-4%	0%	12%	-3%
Rab9 prom act	7%	26%	10%	0%	-5%	-2%	2%	-7%
VP16 counter	11%	18µM*	14µM*	2%	2%	1%	-3%	-5%
ELG1 genotoxic	-13%	-1%	-1%	-1%	0%	0%	1%	-8%
ELG1 DNA repair	?	?	-21%	-4%	?	-2%	9%	-20%
TRPV1 agonist	6	17	9	1	0	18	7	0
NPC1 prom act	-8%	19%	1%	-1%	0%	1%	0%	-1%
Tb PFK inh	-6%	1%	14%	-4%	-4%	7%	2%	-4%
RORg inh	26%	?	13µM*	-13%	24%	-24%	20%	18%
FLuc modulator	?	11µM*	0%	2%	0%	-1%	-16%	-1%

# Some of these compounds in order of formula weight, falling:
9	COc1ccc(S(=O)(=O)c2c(C)c(NS(=O)(=O)c3ccccc3)cc(C)c2O)cc1
16	Cc1ccccc1N(CC(=O)N/N=C/c1ccc(F)cc1)C(=O)c1ccccc1
15	Cc1ccc2nc(SCc3cccc([N+](=O)[O-])c3)nc(C)c2c1

assay / entry	9	16	15
BRCA1 expr act	-2%&4%	-43%	29%
p53 reactivator	-7%	-3%	12%
Rab9 prom act	7%	-7%	2%
VP16 counter	11%	-5%	-3%
ELG1 genotoxic	-13%	-8%	1%
ELG1 DNA repair	?	-20%	9%
TRPV1 agonist	6	0	7
NPC1 prom act	-8%	-1%	0%
Tb PFK inh	-6%	-4%	2%
RORg inh	26%	18%	20%
FLuc modulator	?	-1%	-16%

# Later entries
17	Cc1ccccc1-c1ccc(C(=O)Nc2cccc(F)c2)o1
18	O=C(NC(Cc1ccccc1)C(=O)O)/C(=C\c1cccc([N+](=O)[O-])c1)NC(=O)c1ccco1 (centres undefined)
19	COc1ccc(NC(=O)c2cc3ccccc3o2)cc1
20	Cc1ccccc1NC(=O)/C(=C\c1cccs1)NC(=O)c1ccccc1
21	Cc1cccc(NC(=O)CSc2nnc(-c3ccncc3)n2CC2CCCO2)c1 (centres undefined)
22	O=C(O)CCCCCNC(=O)Cn1nnc2ccccc2c1=O
23	C=C(C)C(=O)Nc1cccnc1Oc1ccc(F)cc1F
24	COc1c(C)cc(NC(=O)c2ccc3c(c2)NC(=O)CO3)cc1C

assay / entry	17	18	19	20	21	22	23	24
BRCA1 expr act	-9%	-2%	?	-10%	-1%	0%	-20%	0%
p53 reactivator	?	-8%	15%	-3%	1%	2%	-3%	-2%
Rab9 prom act	15%	1%	0.56µM*	1%	-9%	1%	-6%	-1%
VP16 counter	1%	1%	10%	-1%	-2%	1%	-4%	2%
ELG1 genotoxic	?	0%	6.5µM*	2%	1%	0%	1%	2%
ELG1 DNA repair	?	7%	?	-7%	13%	0%	1%	?
TRPV1 agonist	?	0	?	2	1	2	0	?
NPC1 prom act	6%	-1%	1.6µM*	-1%	-1%	0%	4%	-3%
Tb PFK inh	0%	4%	-4%	2%	0%	3%	-3%	0%
RORg inh	28%	-7%	-23%	-13%	-4%	8%	-4%	3%
FLuc modulator	9.5µM*	5%	3.8µM*	-2%	4%	6%	2%	?

25	CC(NC(=O)c1ccc(CS(C)(=O)=O)cc1)c1cccc2ccccc12 (centres undefined)
26	O=C(O)CNS(=O)(=O)/C=C/c1ccccc1
27	C[C@@H](C(=O)CC(=O)OC(C)(C)C)[C@@H](O)c1ccccc1
28	Cc1ccc(S(=O)(=O)N2CCOCC2)cc1NC(=O)CSc1nccn1C
29	CCCCCCCCCCCCCCCC(=O)OC(CC(=O)O)C[N+](C)(C)C (centres undefined)
30	O=C1CC(/C=C/c2ccco2)=Nc2ccccc2N1
31	CC12CCC(C(=O)NCc3ccc(F)cc3)(OC1=O)C2(C)C (centres undefined)
32	COc1cccc(CN(CC(=O)NCc2ccco2)C(=O)CNS(=O)(=O)c2ccccc2)c1

assay / entry	25	26	27	28	29	30	31	32
BRCA1 expr act	-2%	-6%	2%	-32%	-29%	4%	0%	-16%
p53 reactivator	-2%	2%	/	-9%	-4%	5%	-2%	3%
Rab9 prom act	-3%	-1%	-2%	-2%	-13%[46.1 µM]	2%	-4%	-2%
VP16 counter	3%	0%[10 µM]	3%&-20%	-4%	/	-17%	3%[10 µM]	2%
ELG1 genotoxic	0%	?	5%	-1%	-1%	0%	0%	0%
ELG1 DNA repair	-2%	-10%	3%	19%	/	4%	?	0%
TRPV1 agonist	?	2	0	1	2	0	2	0
NPC1 prom act	-3%	1%	-2%	-2%	1%[46.1 µM]	1%	-7%	-3%
Tb PFK inh	2%	0%	0%	4%	3%	3%	4%	2%
RORg inh	9%	19%	?	39%	/	12%	-12%	-13%
FLuc modulator	0%	-2%	0%	?	3%	?	-1%	1%

33	COc1cc(NC(=O)C[n+]2ccc(C(=O)c3ccccc3)cc2)cc(OC)c1
34	O=C(NCc1ccco1)c1cc(S(=O)(=O)N2CCCC2)ccc1Cl
35	CCOc1cccc2sc(N(CCN(C)C)C(=O)c3ccc4ccccc4c3)nc12
36	CCNc1ncnc2c1cnn2C
37	CC(C)n1c(Nc2ccccc2)nc2ccccc21
38	COc1c(C)cc(Br)cc1C(=O)Nc1ccc(Cc2ccncc2)cc1
39	COc1ccccc1NS(=O)(=O)c1ccc2c(c1)OCCO2
40	COCCCNCC(=O)c1c(N)n(Cc2ccccc2)c(=O)n(C)c1=O

assay / entry	33	34	35	36	37	38	39	40
BRCA1 expr act	-4%	-1%	-4%	-7%	1%	0%	7%	-7%
p53 reactivator	3%	-11%	1%	-6%	-2%	-4%	3%	0%
Rab9 prom act	/	-2%	4%	-2%	-1%	-15%	0%	1%
VP16 counter	/	1%	-9%	-10%	-9%	?	17%	-11%
ELG1 genotoxic	1%	-5%	-7%	5%	-7%	-4%	0%	6%
ELG1 DNA repair	?	-8%	-1%	-24%	-15%	?	10%	3%
TRPV1 agonist	/	-1	8	2	1	?	-1	0
NPC1 prom act	/	1%	3%	-5%	3%	-5%	-7%	-2%
Tb PFK inh	0%	-1%	1%	-1%	-1%	7%	1%	-3%
RORg inh	/	-1%	0%	21%	?	?	-6%	6%
FLuc modulator	/	-1%	2%	0%	-8%	-16%	-1%	-1%
